From PubChem
PAX8 reporter = inhibitors of PAX8-driven TPO luciferase reporter, primary screen, RMG-I cells, single concentration. 1.2% of 360,000 active. AID 652154, 2013. SteadyGlo, 24 h. inhibition, % at 12.6 µM;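 active means mean replicate inhibition at least 60% with every replicate also reaching 60%; inconclusive means only one of the two criteria is met; inactive means mean below 60% and not all replicates reaching 60%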;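 further: luciferase light reporting Pax8 driven TPO promoter activity; plate controls were median of neutral control wells for no effect and mitoxantrone controls for full effect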
DENV2 CPE = inhibitors of DENV2 cytopathic effect, primary screen, cell-based, plate reader, single concentration; AID 651640, 2012; 1.7% of 350,000 active; CPE inhibition, % at 9.99 µM; DENV2-infected cells, cytopathic effect rescue; in the data active means CPE inhibition above about 20%, passing the limit was not always enough; inconclusive means no clear call, values can overlap the other calls; tested in BHK-21 cells;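 further: 0% = median of neutral control wells and 100% = median of positive control wells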
SIRT5 block = SIRT5 desuccinylase inhibitors, primary screen, biochemical, fluorescence imaging, single point, set 5. 1.1% of 330,000 active. inhibition, % at 15 µM. NAD-dependent protein deacylase sirtuin-5, mitochondrial (Homo sapiens), Q9NXA8. AID 652115, 2013. Purified SirT5, succinyl-peptide AMC, trypsin-coupled fluorescence; in the data active means inhibition above about 15%; inconclusive means no clear call, values can overlap the other calls
Target sequence (Q9NXA8 whole entry, looked up): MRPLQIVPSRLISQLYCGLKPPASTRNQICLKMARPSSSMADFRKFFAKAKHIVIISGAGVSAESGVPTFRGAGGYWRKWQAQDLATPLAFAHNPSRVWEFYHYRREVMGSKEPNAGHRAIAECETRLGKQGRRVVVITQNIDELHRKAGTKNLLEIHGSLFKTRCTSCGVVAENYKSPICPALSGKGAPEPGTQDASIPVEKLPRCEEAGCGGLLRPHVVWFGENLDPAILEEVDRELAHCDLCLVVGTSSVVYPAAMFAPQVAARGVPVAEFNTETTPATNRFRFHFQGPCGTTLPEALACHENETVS
ARNT TACC3 PPI = disruptors of ARNT/TACC3 protein interaction, primary screen, biochemical, AlphaScreen, single concentration; Transforming acidic coiled-coil-containing protein 3 (Homo sapiens), Q9Y6A5; AlphaScreen His-ARNT PAS-B/GST-TACC3 binding, luminescence; TACC3 fragment carries E629A point mutation; inhibition, % at 9.99 µM; 0.66% of 390,000 active; AID 623870, 2012;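 active means mean inhibition of replicates at least 50% and at least half of replicates each reaching 50%; inconclusive means half or more replicates reach 50% but mean below 50%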;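 further: 0% = complete ARNT plus TACC3 wells and 100% = ARNT alone without TACC3; many hits fall short of the cut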
EWS-Fli inh = EWS/Fli-driven NR0B1 reporter inhibitors, primary screen, A673 cells, NR0B1 luciferase, luminescence, MLPCN library; viability-normalised; inhibition, % at 12.6 µM; 0.67% of 350,000 active;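 active means mean inhibition of at least 50% after viability correction, with every replicate also passing that limit; inconclusive means mean reaches 50% but only one of two replicates passes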;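 further: firefly luciferase signal divided by Alamar Blue viability fluorescence both relative to DMSO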
CASP6 VEID inh = human caspase-6 inhibitors, primary screen, biochemical, VEID-R110 fluorescence, single point, set 2; 0.53% of 350,000 active; purified caspase-6, Z-VEID-R110 cleavage fluorescence; P55212; inhibition, % at 12.5 µM;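 active means mean inhibition across replicates at least about 35%, with every replicate also reaching that limit, limit read from the data; inconclusive means only one of the two criteria met; inactive means neither criterion met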;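 further: 0% = median of neutral control wells and 100% = no fluorescence left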
Target sequence (P55212 24-179 limits assumed): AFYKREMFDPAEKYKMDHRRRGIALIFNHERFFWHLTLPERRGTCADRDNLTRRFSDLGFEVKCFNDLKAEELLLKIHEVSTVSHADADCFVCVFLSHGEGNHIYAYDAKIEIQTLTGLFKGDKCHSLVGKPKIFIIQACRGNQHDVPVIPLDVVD
Target sequence (P55212 194-293 limits assumed): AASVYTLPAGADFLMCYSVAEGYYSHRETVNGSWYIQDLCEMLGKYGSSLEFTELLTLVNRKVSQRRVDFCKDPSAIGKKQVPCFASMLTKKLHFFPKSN
LGR2 inh = inhibitors of bursicon-induced LGR2 CRE-luciferase signal, primary screen, cell-based, HEK293, CRE-luciferase reporter, bursicon stimulation. AID 720647, 2013. bursicon-stimulated, 4 h. 0.35% of 380,000 active. Drosophila bursicon receptor LGR2 (rickets). inhibition, % at 9.99 µM;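 active means drop in luminescence signal, shown as inhibition above about 50% in the replicate tests, limit read from the data, passing the limit was not always enough; inconclusive means probably only some replicates passing the limit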;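 further: agonist challenge used bursicon conditioned medium at about half maximal strength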
Numbers without * were called inactive; ? = inconclusive; nt = no result given. An unsorted share of the library, and some 4.9% of all compounds hit somewhere here.

SMILES	PAX8 reporter	DENV2 CPE	SIRT5 block	ARNT TACC3 PPI	EWS-Fli inh	CASP6 VEID inh	LGR2 inh
O=C(CN1CCN(C/C=C/c2ccccc2)CC1)Nc1ccc(F)cc1F	15	12	-3	5	20	1	6
C#CCOCCOCCOCCNc1nc(N2CCN(C(=O)Cn3cc(CCCCN)nn3)CC2)nc(N2CCN(C(=O)[C@H](C(C)C)n3cc(CCO)nn3)CC2)n1	-3	nt	nt	-5	-13	nt	-5
O=C1C(=O)N(Cc2ccccc2)C(c2cccc(O)c2)/C1=C(\O)c1ccc2c(c1)OCCO2 (centres undefined)	0	-1	-3	5	-4	-1	-16
O=C(C[C@H]1CC[C@@H]2[C@H](COC[C@H](O)CN2Cc2cc(F)ccc2F)O1)NCc1ccc(Cl)cc1	31	1	-1	0	11	2	2
O=C(NCc1nc2ccccc2[nH]1)C1=C[C@H](c2ccc(Br)cc2)C[C@H](OCCCCO)O1	-5	-7	-1	4	-4	-1	nt
Cn1c(=NC(=O)C2=NNC(=O)CC2)sc2ccccc21	-50	-7	2	1	-37	0	-10
O=C(N[C@H]1CC[C@H](CC(=O)N2CCOCC2)O[C@H]1CO)c1ccccn1	nt	-6	1	2	nt	1	11
N/C(Cc1ccc(Cl)cc1Cl)=N\OC(=O)Cc1ccc(Cl)cc1	10	-11	6	-8	-4	3	-43
CCOC(=O)C1(Cc2ccc(OC)cc2)CCN(C(=O)CN2CCCCC2=O)CC1	92*	0	4	1	-15	-6	-8
CC(C)NC(=O)Nc1ccc2c(c1)C(=O)N([C@H](C)CO)C[C@@H](C)[C@H](CN(C)Cc1ccc3c(c1)OCO3)O2	2	-6	0	6	-8	1	-9
C=C1N(C)c2cc([N+](=O)[O-])c(N)cc2C1(C)C	5	-6	3	26	-1	4	26
CO[C@H]1CN(C)C(=O)c2cc(NS(C)(=O)=O)ccc2OC[C@H](C)N(C(=O)C2CCCC2)C[C@H]1C	-2	-7	-8	-9	-5	-1	12
COc1ccc(N(C(=O)c2snc(C(N)=O)c2N)C(C(=O)NCC2CCCO2)c2ccc3ncccc3c2)cc1OC (centres undefined)	-3	4	-4	0	4	-1	9
C[C@@H]1CN([C@@H](C)CO)C(=O)c2cc(NC(=O)Nc3ccc(C(F)(F)F)cc3)ccc2O[C@@H]1CN(C)Cc1ccc(-c2ccccc2)cc1	nt	-7	-1	16	15	1	-5
O=C(C[C@@H]1CC[C@H]2[C@@H](COC[C@@H](O)CN2C(=O)Nc2ccc(Cl)cc2)O1)NCCc1ccncc1	-29	8	-3	-2	-50	2	-30
NC(=S)N/N=C/c1ccccc1OC(=O)c1cc2ccccc2oc1=O	-1	-3	0	51*	nt	2	-3
COc1ccc(Cl)cc1NC(=O)CNc1ccc(F)cc1C	6	nt	nt	1	nt	nt	1
C/C(=N/Nc1ccc([N+](=O)[O-])cc1)c1c[nH]c2ccccc12	-26	0	2	0	-3	-2	-33
CCOCCCNC(=O)Cn1cnc2c(cnn2-c2ccc(C)c(C)c2)c1=O	-3	-1	1	-2	-7	-50	-6
CN1CCN(c2nc(-c3ccc(Cl)cc3Cl)nc3ccccc23)CC1	-3	-4	-1	10	2	-6	-7
OCC[C@@H]1C[C@H](O)[C@@H](O)[C@@]2(OCCc3cc(Cl)ccc32)O1	-10	-4	0	nt	-13	1	nt
COc1ccc(S(=O)(=O)N2CCOC2CNC(=O)C(=O)NCc2ccc3c(c2)OCO3)cc1OC (centres undefined)	10	-9	-3	-1	nt	-1	4
COc1ccc(N(C(=O)c2cccnc2)S(=O)(=O)c2ccc3c4c(cccc24)C(=O)N3C)cc1	28	nt	nt	0	nt	nt	33
O=C(NN=C1CCCC1)C1COc2ccccc2O1 (centres undefined)	10	-2	-2	-16	-4	-2	3
Cc1ccc(S(=O)(=O)N2C[C@H]3[C@H]4C(=O)N(C5CCCCC5)C(=O)[C@H]4CC(=O)[C@H]3[C@@H]2c2ccccc2Cl)cc1	26	0	-7	nt	-3	-1	16
CCN1CCN(CCCNC(=O)CCC(=O)N2CCOc3ccccc32)CC1	-10	-1	-12	35	0	-5	-4
COc1ccc(CNC(=O)c2cc3cccc(OC)c3oc2=N)cc1	-3	6	-7	-19	nt	0	7
Nc1nc(-c2cccs2)c(NC(=O)c2ccccc2)s1	nt	-2	-3	-7	-2	nt	-2
C[C@@H]1CN([C@@H](C)CO)C(=O)Cc2cc(NC(=O)Cc3cn(C)c4ccccc34)ccc2O[C@@H]1CN(C)Cc1ccccc1	10	-4	5	18	-3	0	8
O=C(CN1CCOCC1)NCC[C@@H]1CC[C@@H](NC(=O)Cc2ccccn2)[C@H](CO)O1	2	-2	-1	-12	-3	1	-13
COc1cccc(C(=S)N2CCOCC2)c1OS(=O)(=O)c1ccc(Cl)cc1	-1	-4	-2	8	0	1	-10
CCN1CCN(CCCNC(=O)Cn2cc3c(n2)CCCC3)CC1	-12	-2	-1	-2	-6	-36	16
O=C(C[C@@H]1C[C@@H]2c3cc(NC(=O)Nc4ccc(F)cc4)ccc3O[C@@H]2[C@H](CO)O1)NCC(F)(F)F	nt	-8	-4	-4	-5	0	2
CC(OC(=O)CCCc1c[nH]c2ccccc12)C(=O)Nc1ccc(S(N)(=O)=O)cc1 (centres undefined)	-6	-1	-2	7	-2	4	-26
Cn1c(=NC(=O)c2cccc([N+](=O)[O-])c2)sc2ccccc21	10	5	1	-5	10	3	-53
Cc1cccc2nc(Cn3c(=O)n(CCC(=O)NCc4ccco4)c(=O)c4ccccc43)cc(=O)n12	11	-3	-4	nt	-10	7	-1
CCc1nc2ccc(C(=O)Nc3ccc(Cl)c(Cl)c3)cn2c1N(C)Cc1ccc(OC)cc1	-22	-11	2	nt	-13	-3	-22
Cc1noc(C)c1NC(=O)N(C)C[C@H]1Oc2ccc(NC(=O)CCC(F)(F)F)cc2CC(=O)N([C@@H](C)CO)C[C@@H]1C	-20	-7	-1	-2	-1	1	20
C[C@@H]1CN([C@H](C)CO)C(=O)c2cc(NC(=O)Nc3cccc4ccccc34)ccc2O[C@H]1CN(C)C(=O)Nc1cccc2ccccc12	21	-3	11	15	-9	2	18
COC(=O)[C@]12C[C@H](CC(=O)N3CCN(C(=O)C4CC4)CC3)C(=O)N(Cc3ccc4c(c3)OCO4)C1=C[C@H](C(C)(C)C)O[C@@H]2C	-16	0	nt	nt	-3	4	-10
O=C(c1c(F)cccc1F)N(Cc1ccccn1)C1CCCC1	nt	6	9	-11	8	0	0
COC(=O)c1c(-c2ccc(S(C)(=O)=O)cc2)sc2ccc(OC)cc12	-168	-2	nt	1	-66	nt	-39
COc1ccc(CNC(=O)COc2cccnc2[N+](=O)[O-])cc1	-13	-1	-2	-15	-1	1	-2
CC1(Cc2ccc(C(F)(F)F)o2)C(=O)Nc2ccc(-c3cccc(C(F)(F)F)c3)cc21 (centres undefined)	30	-7	-1	nt	7	-3	3
C[C@@H]1CN([C@H](C)CO)C(=O)c2cc(NC(=O)Nc3cccc4ccccc34)ccc2O[C@@H](C)CCCCO[C@H]1CN(C)S(=O)(=O)c1ccc(F)cc1	2	-6	-8	-1	14	0	10
O=C(C[C@@H]1CC[C@@H]2[C@H](COC[C@@H](O)CN2Cc2nccs2)O1)NCc1ccccc1F	-7	8	0	6	0	0	7
COC(=O)C1CCN(C(=O)/C=C/c2ccccc2)CC1	-121	6	0	0	-12	0	-50
C[C@H](CO)N1C[C@H](C)[C@H](CN(C)Cc2ccc(C(=O)O)cc2)Oc2ccc(NC(=O)Cc3ccccc3)cc2C1=O	-12	-3	-3	-12	nt	2	19
COC(=O)c1[nH]c2c(c1C)C(=O)CC(c1cc(OC)ccc1OC)C2 (centres undefined)	21	-2	nt	nt	54*	-3	12
Cc1ccc(-c2nc(N)n(C(=O)c3ccco3)n2)cc1	13	-7	0	-5	2	7	-12
CC(C)C1OC(CCc2ccccc2)Cc2[nH][nH]c(=O)c21 (centres undefined)	-34	11	-1	nt	-5	0	-81
O=C(CCCC(=O)N1CCN(c2ccccc2F)CC1)c1ccccc1	-100	-3	nt	0	-62	1	-80
COC(=O)c1sc(-c2ccc(Cl)cc2)cc1NC(=O)c1ccccc1C(=O)O	-41	-5	1	-1	7	6	nt
C[C@@H]1CN([C@H](C)CO)C(=O)c2cc(N(C)C)ccc2O[C@@H]1CN(C)C	-16	10	3	3	-2	3	-5
COC(=O)C1=CN(c2ccccc2OC)C(N)=C(C#N)C1c1cccc([N+](=O)[O-])c1 (centres undefined)	25	-3	-2	nt	?	-1	-26
COc1ccc(C(=O)NNC(=O)OC(C)(C)C)cc1	-4	5	2	-5	2	1	1
C[C@H]1COc2cccc(N3CCCC3)c2S(=O)(=O)N1	-5	-11	-2	nt	1	-6	4
Cc1noc(C)c1NC(=O)Nc1ccc2c(c1)CC(=O)N([C@H](C)CO)C[C@H](C)[C@H](CN(C)Cc1ccc(C(=O)Nc3ccccc3N)cc1)O2	-6	-5	5	nt	-3	2	-14
Cc1ccc2ncnc(Nc3ccc(C)c(C)c3)c2c1	nt	2	-1	-7	-41	1	1
COCC(=O)Nc1ccc2c(c1)C(=O)N(C)C[C@H](OC)[C@@H](C)CN(C(=O)CC1CC1)[C@H](C)CO2	nt	8	2	4	11	-1	7

Shown as a hit in ARNT TACC3 PPI, of those listed so far:
SMILES | DENV2 CPE | SIRT5 block | ARNT TACC3 PPI | CASP6 VEID inh | LGR2 inh
NC(=S)N/N=C/c1ccccc1OC(=O)c1cc2ccccc2oc1=O | -3 | 0 | 51* | 2 | -3

More compounds follow:
SMILES	PAX8 reporter	DENV2 CPE	SIRT5 block	ARNT TACC3 PPI	EWS-Fli inh	CASP6 VEID inh	LGR2 inh
CN1/C(=C\C(=S)NC(=O)c2cccc(Br)c2)C(C)(C)c2ccccc21	5	2	7	-2	-3	2	nt
CCC(Sc1nc(C)cc(=O)[nH]1)C(=O)Nc1sc2c(c1C#N)CCCC2 (centres undefined)	nt	2	-2	8	-27	4	14
N#Cc1ccccc1S(=O)(=O)N1CCN(C(=O)[C@H](Cc2ccccc2)NC(=O)c2ccco2)CC1	4	2	2	nt	4	0	-1
CCC(=O)Nc1ccc2c(c1)OC[C@H](C)N(C(=O)COC)C[C@H](C)[C@@H](OC)CN(C)C2=O	6	0	-2	-8	-4	2	-17
CO[C@@H]1CN(C)C(=O)c2cc(NC(=O)Nc3ccc(Cl)cc3)ccc2OC[C@H](C)N(C(=O)Nc2c(C)noc2C)C[C@H]1C	4	nt	nt	1	2	nt	-3
CCC(=O)Nc1ccc2c(c1)OC[C@@H](C)N(C(=O)c1cccnc1)C[C@H](C)[C@H](OC)CN(C)C2=O	6	-5	0	-11	-13	1	1
CC1CCN(C(=O)COC(=O)C2CCN(S(=O)(=O)c3c(Cl)cccc3Cl)CC2)CC1	-4	-2	4	18	-2	-1	10
N#C[C@@H]1[C@@H](c2ccccc2C2=CCCCC2)[C@@H](CO)N1S(=O)(=O)c1ccccc1	-16	21*	nt	nt	5	0	-4
COc1cccc(S(=O)(=O)Nc2ccc3c(c2)C(=O)N(C)[C@H]2CC[C@@H](CC(=O)O)O[C@H]2CO3)c1	-17	16	nt	-6	-2	nt	-5
Cc1cc(NC(=O)CCC(=O)N(Cc2ccco2)C2(C(=O)NC3CCCC3)CCCCC2C)no1 (centres undefined)	11	0	0	2	8	2	-8
CN(C(=O)CCc1nnc(Cc2ccc(-c3ccccc3)cc2)o1)C1CCOCC1	0	1	-3	-6	-2	1	-2
CCN1C(=O)[C@H]2[C@@H](c3ccc(C)cc3)N[C@]3(CCCN(Cc4ccco4)C3=O)[C@H]2C1=O	-7	4	-4	nt	-1	8	-3
Cn1c(-c2cnn(-c3ccccc3)c2N)n[nH]c1=S	-6	2	-2	1	-9	-1	-12
